Compound activity from PubChem BioAssay.
ALDH1A1 block: ALDH1A1 (human) enzyme inhibition; Purified ALDH1A1, NADH fluorescence, propionaldehyde substrate; Potency, µM (titrated, usually from 75.3 µM), for the others: top-dose activity, negative = inhibition, most hits filed as inhibitors; AID 1030; P00352; 7.3% of 220,000 active; active means well fitted inhibition curve with a large enough effect, not every such curve was filed as active; inconclusive means small, poorly fitted or top-dose-only effect, or another doubt; inactive means no such curve, though single readings can be large or run the other way;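 further: plate controls were no enzyme wells and a reference inhibitor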
Target sequence (P00352 whole entry, looked up): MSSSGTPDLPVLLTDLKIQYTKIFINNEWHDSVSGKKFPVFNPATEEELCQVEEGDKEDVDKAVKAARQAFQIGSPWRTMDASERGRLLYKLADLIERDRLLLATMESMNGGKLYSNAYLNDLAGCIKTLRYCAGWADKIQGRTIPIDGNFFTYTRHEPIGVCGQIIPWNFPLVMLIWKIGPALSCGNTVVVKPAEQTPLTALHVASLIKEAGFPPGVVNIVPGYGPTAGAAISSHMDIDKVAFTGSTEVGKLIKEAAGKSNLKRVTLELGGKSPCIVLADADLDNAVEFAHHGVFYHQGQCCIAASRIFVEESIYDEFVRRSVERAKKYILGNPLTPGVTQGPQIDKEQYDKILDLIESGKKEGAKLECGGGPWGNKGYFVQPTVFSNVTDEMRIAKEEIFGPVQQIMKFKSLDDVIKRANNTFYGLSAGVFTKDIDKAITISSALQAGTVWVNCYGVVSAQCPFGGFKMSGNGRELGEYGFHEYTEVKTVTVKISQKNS
KDM4E inh: blocks human JMJD2E demethylase activity | JMJD2E catalytic domain, FDH-coupled NADH fluorescence (FDH is formaldehyde dehydrogenase) | 1.6% of 230,000 active | Potency, µM (doses to about 57.1 µM), without a hit: at the top dose activity change, negative = inhibition, most hits filed as inhibitors | AID 2147 | B2RXH2; active means well fitted inhibition curve with a large enough effect, not every such curve was filed as active; inconclusive means small, poorly fitted or top-dose-only effect, or another doubt; inactive means no such curve, though single readings can be large or run the other way;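 further: 0% = wells with enzyme and -100% = buffer wells without enzyme; nearly all actives have a fitted effect of over 50% in size; many of its hits are not listed in these tables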
Target sequence (B2RXH2 1-337 limits assumed): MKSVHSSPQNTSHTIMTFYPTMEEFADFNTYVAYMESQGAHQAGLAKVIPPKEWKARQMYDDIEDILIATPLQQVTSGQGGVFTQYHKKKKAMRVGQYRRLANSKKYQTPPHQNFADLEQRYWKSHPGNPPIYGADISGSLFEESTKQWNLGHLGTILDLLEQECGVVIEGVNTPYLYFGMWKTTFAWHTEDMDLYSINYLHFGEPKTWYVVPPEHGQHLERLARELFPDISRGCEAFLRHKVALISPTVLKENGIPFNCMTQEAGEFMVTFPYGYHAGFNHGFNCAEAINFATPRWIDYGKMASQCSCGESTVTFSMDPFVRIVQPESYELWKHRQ
Tau fluor counter: counter-screen for tau fibril formation inhibitors; tau K18 P301L Alexa594 fluorescence, heparin fibrillization; Potency, µM (series often up to 57.7 µM), without a hit: top-dose activity change, negative = decrease; 0.93% of 280,000 active; further: on the % scale 0 is the no-effect control and ±100 the full control effect; nearly all actives have a fitted effect of over 55% in size
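Human K18 P301L tau (15 uM unlabeled plus 0.24 uM Alexa 594-labeled, final) in 100 mM sodium acetate pH 7 was mixed with compound and 20 uM heparin and incubated 6 hr at 37 C.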
Tau fibril ThT: tau fibrillization inhibition (ThT binding). 2.1% of 270,000 active. P10636. recombinant tau K18 P301L (four-repeat tau fragment), heparin-induced fibrillization, ThT fluorescence. Potency, µM (titrated, usually from 57.4 µM), without a hit: top-dose activity, negative = inhibition, actives largely listed as inhibitors. AID 1460; further: on the % scale 0 is the no-effect control and ±100 the full control effect; nearly all actives have a fitted effect of over 55% in size
Target sequence (P10636 561-689 P618L limits assumed): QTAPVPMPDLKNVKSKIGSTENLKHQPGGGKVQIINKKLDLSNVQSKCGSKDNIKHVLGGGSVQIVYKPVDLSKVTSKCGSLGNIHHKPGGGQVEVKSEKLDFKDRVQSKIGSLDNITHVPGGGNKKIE
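Aggregation was driven by heparin (20 uM final) acting on recombinant tau […] bearing P301L in 100 mM sodium acetate pH 7; fibrils were detected with Thioflavin T.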
SMN2 splice enh: SMN2 splice variant enhancement; Potency, µM (series often up to 46.1 µM), for the others: at the top dose activity change, positive = activation, hits mostly activators; AID 1458; 2.8% of 210,000 active; HEK293 SMN2-luciferase splicing reporter, luminescence, 30-36 h; further: % of control where 0% means no effect; nearly all actives have a fitted effect of over 55% in size
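qHTS luciferase splicing reporter: luminescence rises when SMN2 exon 7 is included in transfected HEK293 cells. Compound exposure lasted 30-36 h at 37C, with 4.5 mM final sodium butyrate as control, followed by a ONE-Glo read.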
Tau fibril FP: blocks human tau fibril formation measured by polarization | P10636 | K18 P301L tau heparin fibrillization, Alexa594 FP, 6 h | Potency, µM (doses to about 57.7 µM), inactives show top-dose activity, negative = inhibition, actives largely listed as inhibitors | 0.39% of 280,000 active | AID 1468; further: on the % scale 0 is the no-effect control and ±100 the full control effect; nearly all actives have a fitted effect of over 55% in size
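Steps: dispense K18 P301L tau (15 uM plus 0.24 uM Alexa 594 tracer, final) in pH 7 sodium acetate; add compound; add heparin (20 uM final); incubate 6 hr, 37 C; add ThT (30 uM final); after 1 hr ambient, read FP.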
HTT ATP protect: Huntington cell model cytoprotection by ATP luminescence. PC12 HTT-Q103 induced, cytoprotection, ATP luminescence, 40 h. Potency, µM (top dose mostly 56.4 µM), for the others: cytoprotection (ATP increase), most hits filed as activators. 0.14% of 230,000 active;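 further: % of control where 0% means no effect; nearly all actives have a fitted effect of over 45% in size; toxic huntingtin expression switched on by the ecdysone agonist tebufenozide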
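PC12 cells stably carrying ecdysone-inducible Htt exon 1 (Q103)–GFP were induced with 100 nM tebufenozide (final) alongside library compounds in a dose series. Cytoprotection was scored as retained ATP by ATPlite luminescence.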
HTT aggregate: inhibitors of mutant huntingtin aggregate formation in PC12 cells; PC12 HttQ103-GFP aggregates, Acumen cytometry, 40 h; 1.1% of 220,000 active; Potency, µM (titrated, usually from 46.1 µM), for inactives: at the top dose activity change, negative = inhibition, most hits filed as inhibitors; further: on the % scale 0 is the no-effect control and ±100 the full control effect; nearly all actives have a fitted effect of over 60% in size
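Inducible Q103 Huntingtin exon 1–GFP PC12 line, 1500 cells/well in phenol red free DMEM with 5% equine and 5% calf serum. Tebufenozide 100 nM induced expression; compounds titrated; aggregates quantified by cytometry.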
Starred values were filed as active, the others as inactive; ? = inconclusive; . = no result given; [ ] = dose if it differs, or a comment. Unless noted, the call rests on the fitted dose curve; in most records, active means well fitted curve in the direction sought with a large enough effect; inconclusive means small, poorly fitted or top-dose-only effect, or another doubt; inactive means no such curve, though single readings can be large; an effect the other way counts as inactive or inconclusive. Potency means the concentration at half of the fitted maximal effect. The list is partial (hit frequency here may not be typical).

entry	Molecule	ALDH1A1 block	KDM4E inh	Tau fluor counter	Tau fibril ThT	SMN2 splice enh	Tau fibril FP	HTT ATP protect	HTT aggregate
1	O=C1C=CC(=O)N1c1ccc(Sc2ccc([N+](=O)[O-])cc2)cc1	0.79µM*	-16%	?	?	.	-8%	3%[10 µM]	12%[9.22 µM]
2	Cc1ccc(C)c(CN2C(=O)c3ccccc3S(=O)c3ccc(C(=O)N(C)Cc4ccccc4)cc32)c1 (stereo unspecified)	.	.	-13%	-5%	-45%[inhibitor]	?	.	.
3	CCOC(=O)Cc1nn(Cc2ccccc2)c(=O)c2ccccc12	?	-8%	-16%	-5%	.	-12%	-13%[10 µM]	-8%[9.22 µM]
4	CCCSc1oc(-c2ccco2)nc1S(=O)(=O)c1ccc(Cl)cc1	.	.	?	-16%	4%	-5%	.	.
5	Cc1nc2nc(CSc3nnc(C)s3)cc(=O)n2[nH]1	-13%	3%	7%	10%	3%	6%	-1%	21%
6	CCC(C)(C(=O)NC1CCCC1)N(C(=O)c1cnccn1)c1ccccc1 (stereo unspecified)	16%	2%	-6%	-8%	1%	-6%	4%	3%
7	Cc1cc(NC(=O)c2cnn3c(C(F)(F)F)cc(-c4ccc(Br)cc4)nc23)no1	-1%	-7%	-13%	-16%	-16%	1%	-5%	22%
8	Cc1ccccc1NC(=O)NCCN1C(=O)C2C3C=CC(C3)C2C1=O (stereo unspecified)	-2%	-5%	4%	-5%	-7%	5%	20%[10 µM]	-8%

3 compounds already listed, arranged by the value under ALDH1A1 block, smallest number first:
# | canonical_smiles | ALDH1A1 block
5 | Cc1nc2nc(CSc3nnc(C)s3)cc(=O)n2[nH]1 | -13%
8 | Cc1ccccc1NC(=O)NCCN1C(=O)C2C3C=CC(C3)C2C1=O (stereo unspecified) | -2%
6 | CCC(C)(C(=O)NC1CCCC1)N(C(=O)c1cnccn1)c1ccccc1 (stereo unspecified) | 16%

(continued)
entry	Molecule	ALDH1A1 block	KDM4E inh	Tau fluor counter	Tau fibril ThT	SMN2 splice enh	Tau fibril FP	HTT ATP protect	HTT aggregate
9	COc1cc2c(cc1OC)n(CC(=O)Nc1ccccc1)c(=O)n1nc(-c3ccccc3)nc21	.	.	-6%	8%	-9%	-18%	.	.
10	CC1CCN(c2oc(-c3ccccc3Cl)nc2C#N)CC1	?	?	-14%	-8%	.	3%	-15%	?
11	O=C(O)CCCC(=O)Nc1ccc(Cl)c(Cl)c1	-2%	4%	-4%	-7%	2%	-6%	-18%	10%
12	COc1ccc(CCNC(=O)CCc2ccc(S(=O)(=O)NCC(C)C)cc2)cc1	-10%	8%	-5%	-2%	-19%	-5%	.	-4%
13	CC(=O)c1c(C)nc(-c2ccc(Cl)cc2)nc1N	22µM*	?	-2%	-7%	10µM*	-1%	.	-1%
14	O=C(NCc1ccco1)c1ccc2c(c1)N(Cc1ccc(F)cc1)C(=O)c1ccccc1S2=O (stereo unspecified)	.	.	5%	8%	-7%	-3%	.	.
15	O=C(CN1CCC(NC(=O)Cc2ccccc2)CC1)Nc1cccc2ccccc12	8%	-4%	-13%	-22%	-5%	-4%	-30%	4%
16	Cc1cccc(NC(=O)c2ccc3ccccc3n2)c1C	2%	-11%	-21%	?	13µM*	3%	-42%[inhibitor]	-6%
17	CC(C)(C)NC(=O)CCN(/N=C/c1ccc([N+](=O)[O-])o1)C1=NS(=O)(=O)c2ccccc21	7%	13%	-8%	-3%	-12%[1.84 µM]	5%	8%[10 µM]	?
18	C/C=C/c1ccc(OCC(=O)Nc2cc(OC)c(OC)c(OC)c2)c(OC)c1	4%	-2%	-19%	?	-14%	2%	-22%	-19%
19	O=C(Nc1cccc(S(=O)(=O)NC2=NCCCCC2)c1)c1cc(-c2ccccc2Cl)nc2ccccc12	-17%	-21%	-20%	-1%	1%	0%	1%[10 µM]	12%
20	CC(C)Nc1nc(NC(C)C)nc(C(N)=O)n1	11%	-5%	-5%	-7%	?	-2%	-3%[10 µM]	-15%
21	Cc1ccccc1CS(=O)(=O)c1snnc1C	?	4%	0%	-3%	-12%	-2%	-14%	18%
22	COc1cc(NC(=O)c2ccc3c(=O)n(Cc4ccco4)c(=S)[nH]c3c2)cc(OC)c1OC	1.3µM*	15%	?	?	-11%	?	-82%[inhibitor][10 µM]	?
23	CCOc1cnc(-c2ccc(OC)cc2)o1	-6%	?	-4%	-10%	?	2%	-24%	7%
24	Cc1ccc(-n2c(SCC(=O)N3CCCC3)nc3c(c2=O)SCC3)cc1	-4%	5%	4%	-7%	30%	1%	7%	-19%
25	Cc1cc(C)c(C#N)c(OCC(=O)c2ccccc2)n1	6.3µM*	1%	-7%	-8%	11%	0%	25%	-33%
26	Cc1ccc(-n2nc3ccc(NC(=O)/C=C/c4ccco4)cc3n2)cc1C	?	?	?	?	?	-3%	-56%[inhibitor]	?
27	Cc1cc(C)c(S(=O)(=O)N2CCCOC2CNC(=O)C(=O)NCc2cccnc2)c(C)c1 (stereo unspecified)	16%	11%	-1%	0%	7%	-3%	1%[10 µM]	8%
28	N#Cc1c(C(F)(F)F)cc(-c2ccccc2)nc1SCC(=O)N1CCOCC1	?	?	-14%	-11%	-1%	-12%	22%[10 µM]	-17%
29	O=C(O)C1C2C=CC(O2)C1C(=O)NCCC1=CCCCC1 (stereo unspecified)	?	0%	4%	-21%	-27%	6%	-11%[0.074 µM]	6%
30	COc1cc(OC)c(NC(=O)c2c3c(nn2C)-c2ccccc2SC3)cc1Cl	.	.	?	?	-7%	-16%	.	.
31	Cc1nc2cc(NC(=O)NCCCO)ccc2o1	-8%	0%	2%	0%	.	-2%	9%[10 µM]	27%[9.22 µM]
32	CSc1ccc(Cl)c(C(=O)OCC(=O)N(C)CCC#N)c1	?	?	7%	-1%	6%	1%	-8%[10 µM]	10%
33	CC1CCCC(NC(=O)c2ccc3c(=O)n(CC4CCCO4)c(=O)[nH]c3c2)C1C (stereo unspecified)	?	?	-12%	-8%	-20%	0%	9%	11%
34	O=C(Cn1c(=O)n(Cc2ccco2)c(=O)c2c3c(sc21)CCCCC3)c1ccccc1	?	0%	-12%	?	1%	-1%	-1%	-1%
35	Cc1occc1C(=O)Nc1cccc2ccccc12	?	-26%	-26%	-7%	3.2µM*	1%	13%[1.9 µM]	-23%
36	Cc1cc(NC(=O)c2cncc(Br)c2)no1	10%	10%	-8%	-7%	-8%	3%	8%	4%
37	CCOc1ccc(CNC(=O)CCSCc2ccccc2F)cc1OC	-6%	-3%	-8%	-5%	-40%[inhibitor]	5%	2%	1%
38	CN1C(=O)c2cccc(NCCCN3C(=O)c4ccccc4C3=O)c2C1=O	1%	0%	-5%	17%	8%	-7%	-10%[10 µM]	-9%
39	CS(=O)(=O)N(Cc1ccccc1)c1ccc(C(=O)Nc2cccc(Cl)c2)cc1	.	.	?	10%	-11%	?	.	.
40	COc1ccc2oc(=O)c(C(=O)N3CCCc4ccccc43)cc2c1	?	5%	-5%	-8%	-6%	6%	2%	2%
41	c1csc(Cc2nn3c(-c4ccncc4)nnc3s2)c1	?	7%	-17%	?	-5%	4%	-17%	10µM*
42	O=C(Cn1nnc(-c2ccc(Cl)cc2)n1)NCC1CCCCC1	-14%	5%	-3%	9%	-13%	-4%	-29%[10 µM]	?
43	Cc1occc1C(=O)Nc1ccc2c(c1)OCCO2	13µM*	2%	1%	-1%	?	-10%	11%	-3%

Entries above that have four or more nitrogen atoms:
entry	Molecule	ALDH1A1 block	KDM4E inh	Tau fluor counter	Tau fibril ThT	SMN2 splice enh	Tau fibril FP	HTT ATP protect	HTT aggregate
5	Cc1nc2nc(CSc3nnc(C)s3)cc(=O)n2[nH]1	-13%	3%	7%	10%	3%	6%	-1%	21%
6	CCC(C)(C(=O)NC1CCCC1)N(C(=O)c1cnccn1)c1ccccc1 (stereo unspecified)	16%	2%	-6%	-8%	1%	-6%	4%	3%
7	Cc1cc(NC(=O)c2cnn3c(C(F)(F)F)cc(-c4ccc(Br)cc4)nc23)no1	-1%	-7%	-13%	-16%	-16%	1%	-5%	22%
9	COc1cc2c(cc1OC)n(CC(=O)Nc1ccccc1)c(=O)n1nc(-c3ccccc3)nc21	.	.	-6%	8%	-9%	-18%	.	.
17	CC(C)(C)NC(=O)CCN(/N=C/c1ccc([N+](=O)[O-])o1)C1=NS(=O)(=O)c2ccccc21	7%	13%	-8%	-3%	-12%[1.84 µM]	5%	8%[10 µM]	?
19	O=C(Nc1cccc(S(=O)(=O)NC2=NCCCCC2)c1)c1cc(-c2ccccc2Cl)nc2ccccc12	-17%	-21%	-20%	-1%	1%	0%	1%[10 µM]	12%
20	CC(C)Nc1nc(NC(C)C)nc(C(N)=O)n1	11%	-5%	-5%	-7%	?	-2%	-3%[10 µM]	-15%
26	Cc1ccc(-n2nc3ccc(NC(=O)/C=C/c4ccco4)cc3n2)cc1C	?	?	?	?	?	-3%	-56%[inhibitor]	?
27	Cc1cc(C)c(S(=O)(=O)N2CCCOC2CNC(=O)C(=O)NCc2cccnc2)c(C)c1 (stereo unspecified)	16%	11%	-1%	0%	7%	-3%	1%[10 µM]	8%
41	c1csc(Cc2nn3c(-c4ccncc4)nnc3s2)c1	?	7%	-17%	?	-5%	4%	-17%	10µM*
42	O=C(Cn1nnc(-c2ccc(Cl)cc2)n1)NCC1CCCCC1	-14%	5%	-3%	9%	-13%	-4%	-29%[10 µM]	?
